Screening data: PubChem BioAssay, several laboratories
MEKK3 PB1 HTS – modulators (inhibitors or enhancers) of MEK5 binding to human MEKK3 PB1 domain. hit rate 1.4% among 290,000. Q99759. bead-based flow cytometry, Alexa488-MEK5 binding to MEKK3; actives lie on both sides; 0 = blocked by unlabeled MEK5, 100 = vehicle. binding response (% of control), % at 10 µM;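 active = binding response more than 3 SD above or below the average of its plate-row segment, actives on both sides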;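 note: Alexa488 bead fluorescence after subtracting the streptavidin-only scavenger bead signal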
Target sequence (Q99759 whole entry, looked up, the tested form may be a part): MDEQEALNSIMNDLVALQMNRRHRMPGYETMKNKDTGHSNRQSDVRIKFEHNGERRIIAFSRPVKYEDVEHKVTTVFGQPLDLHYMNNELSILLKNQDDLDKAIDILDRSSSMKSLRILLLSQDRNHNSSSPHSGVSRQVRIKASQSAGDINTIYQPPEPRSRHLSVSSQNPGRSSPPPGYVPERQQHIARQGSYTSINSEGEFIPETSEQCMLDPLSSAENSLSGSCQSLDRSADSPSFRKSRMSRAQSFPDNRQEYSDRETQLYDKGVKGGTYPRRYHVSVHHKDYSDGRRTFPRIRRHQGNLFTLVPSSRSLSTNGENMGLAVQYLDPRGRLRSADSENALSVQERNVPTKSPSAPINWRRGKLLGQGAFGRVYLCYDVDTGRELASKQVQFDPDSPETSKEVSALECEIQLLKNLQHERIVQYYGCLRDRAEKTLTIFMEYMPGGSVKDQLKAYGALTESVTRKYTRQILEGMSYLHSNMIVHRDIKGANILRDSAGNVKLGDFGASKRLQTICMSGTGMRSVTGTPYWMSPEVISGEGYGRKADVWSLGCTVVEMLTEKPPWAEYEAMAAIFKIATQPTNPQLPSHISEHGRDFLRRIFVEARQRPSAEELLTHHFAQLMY
CRFR2-BP ag – agonists of human CRF-binding protein/CRF-R2 receptor complex. hit rate 0.46% among 350,000. HEK293 CRF-R2/CRF-BP, calcium dye fluorescence (FLIPR); percent of saturating CRF peptide response. AID 588473. activation, % at 13.2 µM;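 active = activation of at least 50%, plus an integration ratio under a set limit after plate pattern correction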;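 note: plate controls were neutral control wells without compound for no effect and CRF at EC100 for full effect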
MEKK2wt PB1 HTS – raises or lowers MEK5 binding to wildtype human MEKK2 PB1 domain | Q9Y2U5 | bead flow cytometry, Alexa488-MEK5 binding to MEKK2 WT; actives lie on both sides | binding response (% of control), % at 10 µM | hit rate 1.1% among 290,000 | AID 1531; in the data active = binding response below about 67% or above about 130%
MEKK2mut PB1 HTS – signal of MEK5 binding to mutant human MEKK2 PB1 domain. bead flow cytometry, Alexa488-MEK5 binding to MEKK2 mutant. percent response, % at 10 µM. hit rate 0.35% among 290,000; in the data active = percent response above about 24%, passing the limit was not always enough; note: inactives centre near 1; some results filed as inactive read as strong as hits
CRFBP-R2 block – blocks CRF-induced signaling of the CRF-BP/CRF-R2 complex; hit rate 0.59% among 350,000; HEK293 CRF-R2/CRF-BP, CRF-induced calcium fluorescence; inhibition, % at 11.8 µM; AID 588475;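 active = inhibition of the ligand-induced calcium signal above about 50% at the single tested concentration, limit read from the data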
UBC9 SUMO inh – blocks human SUMOylation mediated by UBC9 | hit rate 0.36% among 290,000 | AID 2006 | HTRF SUMOylation assay, SAE1/SAE2 + UBC9, in vitro | inhibition, % at 35 µM | P63279; in the data active = inhibition above about 50%, passing the limit was not always enough; note: strong numbers were not always called active
Target sequence (P63279 whole entry, looked up): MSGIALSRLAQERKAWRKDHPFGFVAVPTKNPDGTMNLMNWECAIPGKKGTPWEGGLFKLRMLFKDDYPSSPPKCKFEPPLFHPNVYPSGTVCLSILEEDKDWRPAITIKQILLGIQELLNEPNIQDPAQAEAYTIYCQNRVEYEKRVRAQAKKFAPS
GalR3 antag – antagonists of human GalR3 | O60755 | HEK293 GalR3-CNG cAMP membrane potential fluorescence; galR3 body fused to GalR1 C-terminus | inhibition, % at 3 µM | hit rate 0.44% among 360,000 | AID 651719;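 active = inhibition above the screen-wide average plus 3 SD, cut at about 13% in these data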;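 note: forskolin and galanin both at EC90 stimulate the cells; cAMP rise reported by CNG channel membrane potential dye signal; 0% = forskolin plus galanin with DMSO and 100% = forskolin alone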
NS3 helicase inh – HCV NS3 helicase inhibition | NS3 helicase DNA unwinding, Cy5 molecular beacon fluorescence | inhibition, % at 10.9 µM | hit rate 0.56% among 290,000;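 active = inhibition above the mean of all tested compounds plus 3 SD, set per campaign, cut at about 35% in these data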;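 note: 0% = DMSO wells and 100% = thioflavine S control wells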
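System: NS3 helicase fragment of HCV / Schedule: 1 h at 25 °C / Control set: DMSO alone as 0% and 110 µM thioflavine S as 100% / Reagent: Cy5/quencher beacon DNA duplex and ATP to start / Technique: Cy5 fluorescence / Replication: singlicate / Evaluation: % inhibition of end-to-start signal ratio versus controls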
FID counter – fluorescent intercalator displacement, NS3 helicase counter-screen. inhibition, % at 7.9 µM. hit rate 0.17% among 290,000. DNA fluorescent intercalator displacement, fluorescence; in the data active = inhibition above about 37%;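 note: 0% = vehicle and 100% = reference compound; higher means more ethidium bromide displaced from hairpin DNA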
Numbers without * were called inactive; . = not tested or not shown.

SMILES	MEKK3 PB1 HTS	CRFR2-BP ag	MEKK2wt PB1 HTS	MEKK2mut PB1 HTS	CRFBP-R2 block	UBC9 SUMO inh	GalR3 antag	NS3 helicase inh	FID counter
CC(NC(=O)CN(C)Cc1cccs1)c1ccccc1 (centres undefined)	98	-0.4	104	6	0	6	-6	7	-10
O=C(NCc1ccccc1)c1cc[n+](CC(=O)c2cccs2)cc1	106	1.7	105	15	-6	2	13*	-12	7
Cc1ccc(C(=O)NNC(=O)C2CCN(c3nccc(C)n3)CC2)cc1	106	0.2	104	4	-9	2	-3	4	-7
S=C(NCCc1ccncc1)Nc1cccc2ccccc12	100	-1.1	97	-2	13	18	2	-1	-1
CCCCn1c(-c2ccccc2)nnc1-c1ccccc1	104	-2.2	107	3	6	23	-6	8	-19
COc1ccc(N2CCCn3c2nc2c3c(=O)n(Cc3ccccc3)c(=O)n2C)c(OC)c1	114	-4.0	100	-1	9	4	6	-7	-19
O=C(NC1CC1)c1c[nH]c2ccc(S(=O)(=O)Nc3cccc(C(F)(F)F)c3)cc2c1=O	101	-3.0	101	5	-14	-30	-2	6	25
CN(C)S(=O)(=O)c1ccc(C(=O)N2CCN=C2SCc2ccccc2)cc1	101	-0.2	102	1	4	-2	-4	0	-3
CCc1nn2c(N3CCOCC3)cc(C)nc2c1-c1ccc(F)cc1	90	1.5	96	1	-8	25	1	0	-1
CCOC(=O)C1CCCN(c2c(NCCc3ccccc3)c(=O)c2=O)C1 (centres undefined)	100	1.2	98	-1	-4	-4	7	-2	-9
COC(=O)c1ccc2c(=O)n(Cc3ccc(C(=O)NCCCN4CCOCC4)cc3)c(=S)[nH]c2c1	103	-2.3	107	5	-3	6	0	-36	20
Cc1cc(NC(=O)C2CCCO2)ccc1Br (centres undefined)	98	0.2	96	0	4	16	-6	4	2
CCc1ccc(C(=O)NC(CCSC)C(=O)O)cc1 (centres undefined)	102	-3.4	103	-2	21	3	3	6	-1
CCSc1nnc(-c2cc(Br)ccc2N=Cc2c(C)[nH]n(-c3ccccc3)c2=O)c(=O)[nH]1	88	21	86	-11	15	8	11	11	-2
COCCN=C1OC(=O)N2C(=O)C3=C4[C@@H](C[C@H]5C(=O)N(c6ccccc6)C(=O)[C@H]5[C@H]4[C@@]12Cc1ccccc1)[C@H]1C(=O)N(c2ccccc2)C(=O)[C@H]1[C@H]3C	97	0.2	95	3	-1	13	-2	.	.
CCC(C)(C)n1nnnc1C(c1cc2ccc(OC)cc2[nH]c1=O)N1CCCCC1 (centres undefined)	99	0.2	99	0	-5	14	-5	-10	-12
COc1ccc(-n2ncc(Cl)c(Cl)c2=O)cc1	104	0.0	101	0	9	8	4	8	-2
COc1ccc(CNC(=O)/C=C/c2cc([N+](=O)[O-])ccc2OC(F)F)cc1	87	-0.1	92	-5	-1	5	-4	-16	-4
CN(CCO)CC(O)CN(c1ccccc1)c1ccccc1 (centres undefined)	103	0.5	107	15	28	4	-2	-13	11
CC(C)(C)c1ccc(-c2nc(C#N)c(N3CCC(C(N)=O)CC3)o2)cc1	105	-0.6	107	2	0	-11	-6	-6	-22

Part of the list above with just NS3 helicase inh and MEKK2wt PB1 HTS.
Molecule | NS3 helicase inh | MEKK2wt PB1 HTS
CCc1ccc(C(=O)NC(CCSC)C(=O)O)cc1 (centres undefined) | 6 | 103
CCSc1nnc(-c2cc(Br)ccc2N=Cc2c(C)[nH]n(-c3ccccc3)c2=O)c(=O)[nH]1 | 11 | 86
COCCN=C1OC(=O)N2C(=O)C3=C4[C@@H](C[C@H]5C(=O)N(c6ccccc6)C(=O)[C@H]5[C@H]4[C@@]12Cc1ccccc1)[C@H]1C(=O)N(c2ccccc2)C(=O)[C@H]1[C@H]3C | . | 95
CCC(C)(C)n1nnnc1C(c1cc2ccc(OC)cc2[nH]c1=O)N1CCCCC1 (centres undefined) | -10 | 99

4 structures out of the list, arranged by SMILES length, smallest number first:
SMILES	MEKK3 PB1 HTS	CRFR2-BP ag	MEKK2wt PB1 HTS	MEKK2mut PB1 HTS	CRFBP-R2 block	UBC9 SUMO inh	GalR3 antag	NS3 helicase inh	FID counter
CCOC(=O)C1CCCN(c2c(NCCc3ccccc3)c(=O)c2=O)C1 (centres undefined)	100	1.2	98	-1	-4	-4	7	-2	-9
COc1ccc(N2CCCn3c2nc2c3c(=O)n(Cc3ccccc3)c(=O)n2C)c(OC)c1	114	-4.0	100	-1	9	4	6	-7	-19
COC(=O)c1ccc2c(=O)n(Cc3ccc(C(=O)NCCCN4CCOCC4)cc3)c(=S)[nH]c2c1	103	-2.3	107	5	-3	6	0	-36	20
COCCN=C1OC(=O)N2C(=O)C3=C4[C@@H](C[C@H]5C(=O)N(c6ccccc6)C(=O)[C@H]5[C@H]4[C@@]12Cc1ccccc1)[C@H]1C(=O)N(c2ccccc2)C(=O)[C@H]1[C@H]3C	97	0.2	95	3	-1	13	-2	.	.

New compounds follow:
SMILES	MEKK3 PB1 HTS	CRFR2-BP ag	MEKK2wt PB1 HTS	MEKK2mut PB1 HTS	CRFBP-R2 block	UBC9 SUMO inh	GalR3 antag	NS3 helicase inh	FID counter
Cc1sc2nc(C)n(/N=C/c3ccccc3O)c(=O)c2c1C	100	6.5	100	3	-9	2	-6	10	-1
Cn1c(NC(=O)c2ccco2)c(-c2ccccc2)c(=O)c2ccccc21	115	0.0	109	2	13	3	0	-4	2
CCN(CC)CCCNc1cc(C(F)(F)F)c(C#N)c2nc3ccccc3n12	96	5.3	100	4	20	17	-7	2	-4
CSc1nnc(C2CCN(CC(=O)Nc3ccccc3N3CCOCC3)CC2)n1C	102	0.2	98	-4	-13	-11	-6	-3	-30
O=C(Nc1ccc(S(=O)(=O)N2CCOCC2)cc1)c1ccco1	102	-0.2	106	-1	12	16	3	-4	-5
CCCCN1C(=S)NC[C@@H]1Cc1cccc2ccccc12	95	-1.4	100	1	4	-3	-5	.	.
CCC(=O)N1CCCN(S(=O)(=O)c2ccc(C)cc2)C1c1ccc(OC)cc1 (centres undefined)	101	-0.1	97	1	13	6	-9	2	-34
O=C(CN(CC1CCCO1)S(=O)(=O)c1ccc(S(=O)(=O)NCC2CCCO2)cc1)Nc1ccccc1 (centres undefined)	95	0.6	93	-2	-6	0	-4	-8	-22
O=C1C2C3C=CC(C3)C2C(=O)N1CNc1ccccc1 (centres undefined)	84	4.5	92	-6	2	5	-2	0	-2
COc1cccc(OCCCOc2ccc([N+](=O)[O-])cc2Cl)c1	.	-1.3	.	.	41	-2	-3	0	-2
O=C1N(Cc2ccc3c(c2)OCO3)c2ccccc2C1(O)c1c[nH]c2ccccc12 (centres undefined)	.	1.4	.	.	8	-38	-3	-20	-18
Cc1c(Cl)cccc1NC(=O)CNc1cccc(S(=O)(=O)N(C)C)c1	93	-0.5	92	-2	-8	-4	1	-7	-12
Cc1ccc(C)c(Cn2c3ccccc3c3cnn(CC(=O)NCc4ccccn4)c(=O)c32)c1	98	0.1	97	-2	5	6	-2	2	-32
CCOc1cc(NC(=S)NCc2ccco2)c(OCC)cc1NC(C)=O	105	-0.3	102	2	6	8	-9	3	-6
COc1ccc(-c2onc(C)c2-c2cnn(-c3ccccc3)c2)c(O)c1C	99	-0.7	94	-6	31	-48	-5	-10	-18
CCn1c(SCC(=O)Nc2ccc(C)cc2)nc(O)cc1=O	100	0.0	105	4	32	8	-3	1	-19
CCc1cc(=O)oc2c(C)c(OCC(=O)NCC3CCC(C(=O)O)CC3)ccc12 (centres undefined)	103	-1.7	101	4	4	-2	-7	-4	-35
Cc1ccc(-n2c(SCC(=O)NCC3CCCO3)nc3c(c2=O)SCC3)cc1 (centres undefined)	102	0.2	106	1	-15	-4	2	-1	-13
Cc1ccc(-c2nn(-c3ccccc3)cc2NC(=O)CCl)cc1	100	-2.2	95	-2	-1	-5	-3	-10	-12
CCN(CC)S(=O)(=O)c1ccc(OC)c(NC(=O)c2cccc([N+](=O)[O-])c2C)c1	100	-2.2	105	0	-17	.	-5	2	-3
COc1cc(NC(=S)NC2CC2)c(OC)cc1Cl	101	1.7	95	-2	-9	-9	-3	-4	-8
CC(=O)c1ccc(N2CCN(S(=O)(=O)c3c(C)[nH]c(C)c3C(=O)N3CCCC3)CC2)cc1	100	-1.2	103	4	-5	18	-6	-4	-34
CC1(C)CC(=O)c2cc(C(=O)NCc3ccco3)c(=O)n(-c3ccc(Cl)cc3)c2C1	96	0.1	96	1	-1	2	-3	10	-13
COc1ccc(C(=O)Nc2ccc([N+](=O)[O-])cn2)cc1OC	105	-0.1	107	-1	-3	-4	2	0	5
CC(=O)Nc1ccc(OCC(O)Cn2nc(C)nc2C)cc1 (centres undefined)	98	-3.3	93	0	-11	19	4	-11	-1
O=C(NCCN1CCN(c2ccccc2)CC1)c1ccc(NC(=O)C2CCCO2)cc1 (centres undefined)	102	1.1	97	4	18	2	-1	5	-1
O=[N+]([O-])c1ccc(Oc2ccc(F)cc2Br)c2ccncc12	104	-1.6	101	11	-2	36	3	2	6
COc1ccc(NC(=O)CN2C(=O)C(c3ccccc3)=NC23CCCCCC3)cc1OC	129	0.4	98	-1	-8	-12	-2	0	2
Cn1c(N)c(C(=O)COC(=O)C2CC(O)CN2S(=O)(=O)c2ccc(Cl)cc2)c(=O)n(C)c1=O (centres undefined)	103	0.7	114	12	-4	21	0	-1	-12
Cc1cc(C)c2c(N)c(C(=O)Nc3cccc(C)c3C)sc2n1	97	0.3	95	-8	-7	32	-11	-6	-5
CC(C)Oc1ccc(CN2CCC(n3nccc3NC(=O)CCc3ccccc3)CC2)cc1	103	0.7	113	3	-13	6	1	-36	18
CC(=O)CSc1ncnc2sc3c(c12)CCCC3	98	-5.8	96	1	17	18	1	-5	-16
O=C(O)c1ccc(N/N=C/c2ccc3c(c2)OCO3)cc1	101	-4.2	89	-10	-10	-20	4	-15	-3
O=C(Nc1ccc2c(c1)OCO2)Nc1cnccn1	103	0.4	104	5	-4	31	-1	2	-2
CC(=O)N1CCN(c2ccc(NC(=O)c3ccccc3)cc2)CC1	102	-0.6	102	7	-3	9	-8	-5	-10
COc1ccc(N2CCN(C(=O)c3ccc(CNS(=O)(=O)c4ccc(C)cc4)cc3)CC2)cc1	101	0.3	100	3	-3	8	-2	6	-61

These rows are one share of the data; the hit share may differ from the screen's.
